# Source: PubChem BioAssay
# BRCA1 expr up: increases BRCA1 expression | MCF7-BRCA1-FFLuc reporter, luminescence, 48 h; response scale: scaled: vehicle 0%, 10 µM genistein 100% | Potency, µM (series often up to 46.1 µM), inactives show at the highest dose activation, most hits filed as activators | 1.1% of 380,000 active; active means well fitted activation curve with a large enough effect; inconclusive means small, poorly fitted or top-dose-only effect; inactive means no such curve, though single readings can be large or run the other way; further: nearly all actives have a fitted effect of over 80% in size; some results filed as inactive show a strong effect at the top dose
#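 48 h compound treatment of MCF7-BRCA1-FFLuc cells (phenol-red free MEM, 37 °C), then 15 min with luciferase substrate and luminescence imaging.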
# * hit, by the source's call; ? = inconclusive. Potency means the concentration at half of the fitted maximal effect. Not all compounds are listed; the hit share may differ from the screen's.
cpd	SMILES	BRCA1 expr up
1	COc1ccc(NC(=O)C(C)n2nc(-c3cc(C)ccc3C)c3c(c2=O)CCCC3)cc1 (configuration not stated)	-26%
2	CCN(CC)c1ccc(-c2nc(-c3ccncc3)no2)cc1[N+](=O)[O-]	?
3	O=C(COc1ccc(CNC[C@H]2O[C@@H](n3ccc(=O)[nH]c3=O)[C@H](O)[C@@H]2O)cc1)Nc1ccccn1	-1%
4	CC1=C(C(=O)N(C(C)C)C(C)C)CC(CC(=O)NCCc2ccccn2)C(=O)N1CCCN1CCCC1=O (configuration not stated)	27%
5	COc1ccc2cc(CNc3ccc(C)cc3)c(=O)n(CC(=O)Nc3ccc(OC)c(Cl)c3)c2c1	28%
6	COc1cc(F)ccc1-c1cc(C(=O)Nc2ccc(NC(C)=O)cc2)[nH]n1	8%
7	COc1ccc2nc3sc(C(=O)Nc4cc(Cl)c(OC)cc4OC)cc3cc2c1	8%
8	Cc1cccc(NC(=O)Cn2nnc(C(=O)NCc3cccs3)c2N)c1	10%
9	CCOC(=O)c1c(-c2ccc(OC)cc2)oc2ccc(OCc3ccccc3C)cc12	10%
10	CC(C)N(C)C1CCN(S(=O)(=O)c2ccc3[nH]c(=O)ccc3c2)CC1	2%
11	CC1(C(=O)Nc2ccc3c(c2)OCO3)CCN1C(=O)CCc1ccc(Cl)cc1Cl (configuration not stated)	0%
12	COc1ccccc1CC1(C)C(=O)Nc2ccc(OC(F)(F)F)cc21 (configuration not stated)	-29%
13	c1ccc(-c2noc(-c3cccnc3NCc3ccco3)n2)cc1	11%
14	COc1ccc(NC(=O)Cn2c(=O)n(CCc3ccccc3)c(=O)c3ccccc32)cc1	-28%
15	O=C(c1ccc2c(c1)N(Cc1ccccc1F)C(=O)c1ccccc1S2=O)N1CCN(c2ccccc2)CC1 (configuration not stated)	12%
16	COc1ccc(OC)c(CCNC(=O)C(C)n2c(C)c3cnn(-c4ccccc4)c(=O)c3c2C)c1 (configuration not stated)	0%
17	OC[C@@H]1CN(Cc2ccc3c(c2)OCO3)C[C@H](n2cnc3c(NCc4ccncc4)ncnc32)O1	10%
18	N#CCc1ccc(-c2cccc3nccn23)cc1	6%
19	COc1cc(-c2nc(Cn3nnc(C(=O)Nc4ccccc4C)c3C)c(C)o2)cc(OC)c1OC	0%
20	Cc1ccc(Cc2c(-c3ccccc3)nc3cc(C)c(Br)c(C)n23)cc1	0%
21	Cc1ccc(C(O)c2ncc(-c3ccc(F)cc3)[nH]2)c(C)c1 (configuration not stated)	-4%
22	CC1(C(=O)O)CCCN1C(=O)c1ccc(Cl)cc1Cl (configuration not stated)	3%
23	CC(C)(C)n1nnnc1C(C1CC1)N1CCN(C/C=C/c2ccccc2)CC1 (configuration not stated)	-4%
24	OCCN1CCN(c2ncnc3c2ncn3[C@H]2CN(Cc3ccncc3)C[C@@H](CO)O2)CC1	3%
25	COc1ccc2[nH]cc(CCN=C(NC(=O)c3cccc(Cl)c3)Nc3nc(C)cc(C)n3)c2c1	-7%

cpd	SMILES	BRCA1 expr up
26	CCOC(=O)C1=CC[C@@H](c2ccc(F)cc2)N(S(=O)(=O)c2ccc(C)cc2)[C@H]1c1ccccc1	1%
27	CC(C)OCCCN(Cc1ccco1)C(=O)c1cc2c(s1)-c1ccccc1OC2	-40%
28	Cc1ccc(-c2ccc3c(c2)O[C@H](CN(C)C(=O)Nc2ccc(C(F)(F)F)cc2)[C@H](C)CN([C@H](C)CO)S3(=O)=O)cc1	-11%
29	CCOC(=O)COc1ccc(C)cc1C(=O)c1ccn2nc(-c3ccc(C)cc3)cc2n1	-3%
30	CN(C)C(=O)c1cccc(-c2cccc(-c3nc(C(=O)NCc4ccccc4)cc4c3[C@H](CCO)N(S(=O)C(C)(C)C)C4)c2)c1 (some centres not stated)	11%
31	CCCCN(C)c1c(C)nc2ccc(C(=O)N(C)Cc3ccco3)cn12	-3%
32	N#CCCCc1cn(-c2nc3ccccc3s2)nn1	10µM*
33	CCc1nc2c(OCC(=O)C(C)(C)C)cccn2c1N(C)C(=O)C1CC1	30%
34	CN(C)c1ccc(CC(=O)N2CCCC(c3cc(C(=O)Nc4ccc5c(c4)OCO5)no3)C2)cc1 (configuration not stated)	-33%
35	O=c1cc(CCc2ccccc2)[nH]c(=O)[nH]1	6%
36	CCC(c1nnnn1-c1ccc2c(c1)OCCO2)N1CCN(C(=O)C2CCCO2)CC1 (configuration not stated)	11%
37	O=C(OCc1cc(=O)n2nc(-c3cccs3)sc2n1)c1cccc(Cl)c1	-9%
38	CC1(Cc2ccc(F)cc2)C(=O)Nc2ccc(-c3cccnc3)cc21 (configuration not stated)	-18%
39	O=C(O)C1=C/C(=C/C=[N+]2c3cc(O)c(O[C@H]4OC(CO)[C@@H](O)[C@@H](O)[C@@H]4O)cc3C[C@@H]2C(=O)[O-])C[C@H](C(=O)O)N1 (some centres not stated)	7%
40	COCCN1C(=O)COc2ccccc2C1C(=O)NCc1ccccc1 (configuration not stated)	6%
41	CCCNC(=O)c1cc(C2CCCN(C(=O)c3ccc4ccccc4c3)C2)on1 (configuration not stated)	-12%
42	O=C1NC[C@H](CCCCN2CCN(CC3CCCCC3)C(=O)C2=O)N(CC2CCCCC2)C1=O	15%
43	CCOC(=O)c1ccc(N2C(=O)c3n[nH]c(-c4cccs4)c3C2c2cccc(OC)c2)cc1 (configuration not stated)	-37%
44	COCCN1Cc2cccc(C(=O)Nc3ccc(C(=O)OC)cc3)c2C1=O	13%
45	Cc1cc(C)cc(NC(=O)N2CCN(C)c3ncccc32)c1	1%
46	COc1ccccc1CNC(=O)CCn1c(=O)c2ccccc2n(CC(=O)Nc2ccc(Br)cc2F)c1=O	-33%
47	CCCCC(CC)CNC(=O)c1ccc2c(=O)n(Cc3ccc(OC)cc3)c(=O)[nH]c2c1 (configuration not stated)	69%
48	CC[C@@H]1Cc2[nH][nH]c(=O)c2[C@@H](c2ccc(F)cc2)O1	-10%
49	Cc1ccc(CNC(=O)Nc2nnc([C@@H]3C[C@H](O)[C@@H](CO)O3)s2)cc1	12%
50	COc1ccc(CNC(=O)C2Cc3c(-c4ccccc4Oc4ccccc4)ccnc3O2)cc1OC (configuration not stated)	0%

cpd	SMILES	BRCA1 expr up
51	CCOc1ccc(NC(=O)Cn2cc(C(=O)c3ccc(C)c(C)c3)c(=O)c3cc(OC)c(OC)cc32)cc1	4%
52	Nc1nonc1C(=O)NCCNCc1ccc(Cl)c(Cl)c1	-20%
53	CCc1ccc(CNC(=O)c2ccc3c(Cl)c4c(nc3c2)CCCC4)cc1	2%
54	CCCCOCCCNC(=O)C[C@@H]1C[C@@]2(C(=O)OC)CCCCC=C2N(Cc2ccc(Cl)cc2Cl)C1=O	-19%
55	CC(=O)Nc1cccc(-c2ccnc3c2CC(C(=O)Nc2ccccc2)O3)c1 (configuration not stated)	-5%
56	Cc1ccc(N(CC(=O)Nc2cc(C)ccc2C)S(=O)(=O)c2c(C)noc2C)cc1	-29%
57	Cc1ccccc1OCC(=O)OCc1cc(=O)n2nc(C3CC3)sc2n1	0%
58	CC(=O)NC(C)(c1ccccc1)c1nc(-c2cccc(F)c2)cs1 (configuration not stated)	-20%
59	COc1ccc(OC)c(NC(=O)CSc2nccn2-c2cc(C)cc(C)c2)c1	-8%
60	COc1ccc(CCNC(=O)C2CCN(S(=O)(=O)c3c(C)noc3/C=C/c3ccc(C)cc3)CC2)cc1OC	1%
61	COc1ccc(CCNc2nccn(-c3ccc(C)c(C)c3)c2=O)cc1OC	0%
62	CN(C)C(=O)c1cccc(-c2cccc(-c3nc(C(=O)NCc4ccccc4)cc4c3[C@@H](CCO)N(S(=O)C(C)(C)C)C4)c2)c1 (some centres not stated)	0%
63	CC(C)Cc1nn2cc(-c3cccc(Br)c3)nc2s1	?
64	CCOC(=O)CSc1nc2cc(OC)c(OC)cc2cc1C#N	?
65	COc1cc(OC)cc(N2C(=O)N(Cc3ccc(C(C)(C)C)cc3)c3ccccc3S2(=O)=O)c1	-6%
66	Cc1ccc(-n2c(=O)c3cccnc3n2CC(=O)NCc2ccc(F)cc2)cc1C	-30%
67	COc1ccc(CN2CCC2(C)C(=O)Nc2cccc(NS(C)(=O)=O)c2)c2ccccc12 (configuration not stated)	-52%
68	Clc1ccc(-c2csc3ncnc(Sc4nnnn4C4CC4)c23)cc1	-78%
69	COc1ccc(Br)cc1Cn1nnc(C(=O)Nc2cccc(SC)c2)c1N	-36%
70	COc1ccc(-c2oc3c(c2C(=O)OCCCO)C(OCCCCCO)CCC3)cc1 (configuration not stated)	-1%
71	COC(=O)[C@]12CCCCC=C1N(Cc1ccco1)C(=O)[C@H](CC(=O)N1CCSCC1)C2	-1%
72	Cc1noc(C)c1C(=O)N1CCC1(C)C(=O)NS(=O)(=O)c1cccc(Cl)c1 (configuration not stated)	-4%
73	COC(=O)[C@]12CCCCC=C1N(Cc1ccccc1)C(=O)[C@H](CC(=O)NCCC(C)C)C2	14%
74	COc1cc(NC(=O)CC[C@H]2O[C@@H](n3cnc4c(NC(=O)c5ccccc5)ncnc43)[C@H](O)[C@@H]2O)cc(OC)c1OC	-6%
75	CN(C)c1ccc(/C=C/c2ccnc3ccccc23)c(N)c1	-69%

# BRCA1 expr up: entries above that show a hit
cpd	SMILES	BRCA1 expr up
32	N#CCCCc1cn(-c2nc3ccccc3s2)nn1	10µM*

# Six of the compounds above, with the structure last.
entry | BRCA1 expr up | Molecule
2 | ? | CCN(CC)c1ccc(-c2nc(-c3ccncc3)no2)cc1[N+](=O)[O-]
3 | -1% | O=C(COc1ccc(CNC[C@H]2O[C@@H](n3ccc(=O)[nH]c3=O)[C@H](O)[C@@H]2O)cc1)Nc1ccccn1
4 | 27% | CC1=C(C(=O)N(C(C)C)C(C)C)CC(CC(=O)NCCc2ccccn2)C(=O)N1CCCN1CCCC1=O (configuration not stated)
5 | 28% | COc1ccc2cc(CNc3ccc(C)cc3)c(=O)n(CC(=O)Nc3ccc(OC)c(Cl)c3)c2c1
6 | 8% | COc1cc(F)ccc1-c1cc(C(=O)Nc2ccc(NC(C)=O)cc2)[nH]n1
7 | 8% | COc1ccc2nc3sc(C(=O)Nc4cc(Cl)c(OC)cc4OC)cc3cc2c1

# The results go on.
cpd	SMILES	BRCA1 expr up
76	CCCN(CCC)CCCNC(=O)c1cnn(-c2ccc(F)cc2)c1-n1cccc1	-6%
77	Cc1nc(S(=O)(=O)N2CCN(c3ccccc3F)CC2)cn1C	-8%
78	Nc1ccc2c(c1)C=C/C2=C\c1ccccc1	4µM*
79	CCCCNC(=O)c1nc(C2CCN(S(=O)(=O)c3ccccc3)CC2)oc1-c1cccc(C(F)(F)F)c1	7%
80	CCOC(=O)CSc1nc2ccc(NC(=O)c3ccccc3F)cc2s1	16%
81	CCCCOc1cccc(C(=O)N(Cc2ccc(C)o2)c2ccccn2)c1	0%
82	Cc1ccc(NC(=O)C2CCCN(S(=O)(=O)c3c(C)n[nH]c3C)C2)c(C)c1 (configuration not stated)	12%
83	COc1ccc(-c2nc(C(N)=O)c3c(n2)n(-c2ccccc2OC)c(=O)n3C)c(OC)c1	-10%
84	CC(C)CNC(=O)c1cccc2c(-c3cccc(C(N)=O)c3)coc12	-14%
85	CC(C)CNC(=O)C1(C)CCN1C(=O)c1ccc(C(C)(C)C)cc1 (configuration not stated)	-10%
86	COc1ccc2c(c1)c1c(c(=O)n(-c3ccc(F)c(Cl)c3)c(=O)n1Cc1ccccc1F)n2C	10%
87	C=Cc1ccc(Cn2c(C)c(C(=O)NCCC#N)sc2=O)cc1	3%
88	Cc1ccc(Cc2c(-c3ccc(F)cc3)nc3ccc(Br)cn23)cc1	46%
89	COc1ccc(CNC(=O)c2cn(Cc3ccccc3F)c(=O)s2)cc1	0%
90	COc1ccc(NC(=O)c2oc3ccccc3c2NC(=O)COc2ccc(F)cc2)c(OC)c1	0%
91	CC1CCC(NC(=O)c2[nH]c(C(F)(F)F)nc2-c2ccccc2)CC1 (configuration not stated)	7%
92	COc1ccc2[nH]c3c(c2c1)CCN(C(=O)c1cccc(Cl)c1)C3c1ccc(F)cc1 (configuration not stated)	-28%
93	CC(C)c1ccc(CC(=O)N2CCC2(C)C(=O)NS(=O)(=O)c2ccc(Cl)s2)cc1 (configuration not stated)	21%
94	COc1ccc(-c2nc3cc(C)c(Br)c(C)n3c2Cc2ccc(C)cc2)cc1OC	-24%
95	CCC(c1nnnn1-c1ccc2c(c1)OCCO2)N1CCN(c2cc(C)ccc2C)CC1 (configuration not stated)	-38%
96	CCNC(=O)C1CCCN(Cc2cc(C(F)(F)F)ccc2Cl)CC1 (configuration not stated)	-10%
97	CS(=O)(=O)c1ccc(C(=O)OCC(=O)Nc2ccc(OC(F)(F)F)cc2)cc1[N+](=O)[O-]	-13%
98	COc1ccc(CNC(=O)CSc2ncc(S(=O)(=O)c3ccc(C)c(Cl)c3)c(=O)[nH]2)cc1	8%
99	COc1cc(-c2noc(-c3ccc(NCCc4ccccc4)c([N+](=O)[O-])c3)n2)cc(OC)c1OC	21%
100	CC1(C(=O)NS(=O)(=O)c2ccc(Br)cc2)CCN1C(=O)CC1CCCCC1 (configuration not stated)	50%

cpd	SMILES	BRCA1 expr up
101	CC1(C(=O)NCc2ccccc2)CCC(=O)N1CCc1c[nH]c2ccccc12 (configuration not stated)	10%
102	O=C1[C@@H]2CSC(c3ccc(F)cc3)N2C(=O)N1c1ccc(Cl)cc1 (some centres not stated)	1%
103	CCCCCCCCN1C(=O)[C@H](CC(=O)N2CCCCC2)C[C@@]2(C(=O)OCC)CCCC=C12	-35%
104	CC(C)NC(=O)C1(C)CCN1C(=O)C1(c2ccccc2)CC1 (configuration not stated)	6%
105	CN1CCN(c2ncnc3c2ncn3[C@H]2CN(Cc3ccc(F)cc3)C[C@@H](CO)O2)CC1	4%
106	COc1ccc(NS(=O)(=O)c2ccc3c(c2)NC(=O)CCS3)c(OC)c1	-36%
107	Cn1c(NCc2ccccc2)nc2cc(-c3ccccc3)sc2c1=O	21%
108	Cc1ccc(-c2nc(C)c(CCNC(=O)C(=O)Nc3ccc4c(c3)OCO4)s2)cc1	38%
